inhibitors of VEEV = inhibitors of VEEV TC-83 cytopathic effect, confirmation, Vero cells (AID 588727); inhibition, % at 20 µM; hits with a dose series show IC50 in µM; 350,000 compounds, 0.13% hits; Vero cells, VEEV TC-83 cytopathic effect inhibition; higher % means a stronger effect; in the data active = a potency from the dose series; inconclusive = inhibition mostly from about 14% at the one dose, without a potency; inactive = the rest, 99 in 100 with inhibition below about 12%; also: strong numbers were not always called active
influenza NS1A = H1N1 influenza NS1A inhibitors, functional cell based assay (AID 504329); NS1A functional cell-based assay, percent inhibition; higher % means a stronger effect; one-dose inhibition, % at 12.5 µM; IC50 in µM for titrated hits; 340,000 compounds, 0.3% hits; in the data active = a potency from the dose series; inconclusive = inhibition above about 27% without an active follow-up result; also: strong numbers were not always called active
PhoP GFP inhibition = PhoP regulon inhibitors, Salmonella typhi PhoP promoter GFP reporter, confirmatory (AID 1850); inhibition, % at 50 µM, or IC50 in µM where a hit was titrated; 310,000 compounds, 0.33% hits; Salmonella Typhi PhoP-promoter GFP reporter, fluorescence, 4 h; higher % means a stronger effect; in the data active = a potency from the dose series; inconclusive = inhibition mostly from about 25% at the one dose, without a potency; inactive = the rest, 99 in 100 with inhibition below about 19%;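 also: 0% = induced wells with vehicle and 100% = uninduced wells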
H37Rv inhibition = M. tuberculosis growth inhibition, HTS (AID 449762); M. tuberculosis H37Rv growth inhibition, 7H9 media; higher % means a stronger effect; 330,000 compounds, 0.59% hits; one-dose inhibition, % at 25 µM; IC50 in µM for titrated hits; in the data active = a potency from the dose series; inconclusive = inhibition above about 70% without an active follow-up result;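 also: bacterial growth assessed after seven days of incubation; strong numbers were not always called active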
tuberculosis growth = growth inhibition of non-replicating M. tuberculosis (AID 488890) | 320,000 compounds, 0.39% hits | inhibition, % at 25 µM, or IC50 in µM where a hit was titrated | Mycobacterium tuberculosis non-replicating, growth inhibition; higher % means a stronger effect; in the data active = a potency from the dose series; inconclusive = inhibition mostly from about 82% at the one dose, without a potency; inactive = the rest, 99 in 100 with inhibition below about 76%;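 also: plate controls were DMSO cells for no effect and high antibiotic wells for full effect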
inhibitors of VEEV 10K pilot screen = recorded beside inhibitors of VEEV, whose call it bears; inhibition, %; measured here: 10K pilot screen inhibition
The depositor's hits bear a star; i = inactive; ? = inconclusive; · = not tested or not shown.

SMILES | inhibitors of VEEV | influenza NS1A | PhoP GFP inhibition | H37Rv inhibition | tuberculosis growth | others
CC(C)(C)c1ccc(C(=O)OCC(=O)N2CCC(c3ccccc3)=N2)cc1 | 1.4% | -2% | · | 3% | 50%
Cc1ccc(C)c(Nc2nc(-c3cccnc3)cs2)c1 | 3.4% | 7% | -8% | 23% | 24%
Cc1cccc(C)c1NC(=O)c1cccnc1 | 0.7% | 4% | -4% | -3% | 0%
NNC(=O)C1CC1(c1ccccc1)c1ccccc1 (configuration not stated) | i | 0% | 12% | 3% | 0%
Cc1[nH]n(-c2ccccc2)c(=O)c1C(=O)Nc1ccccc1 | 0.8% | 0% | 8% | 5% | 1%
Cc1ccc(S(=O)(=O)N(C)C)cc1NC(=S)NNC(=O)C1CC1 | 1.1% | -4% | 1% | 0% | -19%
CCN(C[C@H]1N[C@@](Cc2ccccc2)(C(=O)OC)[C@H]2C(=O)N(C)C(=O)[C@@H]12)C(=O)Nc1ccccc1 | 0.3% | 3% | · | 6% | 6%
COC(=O)C(C)Sc1nc2c(cnn2-c2ccc(Cl)cc2)c(=O)[nH]1 (configuration not stated) | 0.4% | 20% | -8% | -2% | -18%
Cc1cc2cc(CNC(=O)c3ccc(S(=O)(=O)N4CCCCC4)cc3)ccc2n1C | 1.1% | -3% | 2% | 2% | 66% | inhibitors of VEEV 10K pilot screen=0.8
Cc1cccc(NC(=O)CCSc2ccccc2)c1C | i | -12% | 5% | 8% | 77%
N#C/C(=C\c1cc([N+](=O)[O-])c(N2CCOCC2)cc1N1CCOCC1)c1nc2ccccc2[nH]1 | 12% | 11% | 1% | 39% | 35%
Nc1ccccc1Nc1cc(-c2cccc(Cl)c2)nn1-c1ccccc1 | 3.6% | 2% | -27% | 7% | -26%
CCSc1nnc(NC(=O)C2C3C=CC(C3)C2C(=O)O)s1 (configuration not stated) | 2.9% | 23% | -6% | -8% | -9%
Cc1nnc(Sc2cc(C(=O)NCCCN(C)Cc3ccccc3)c3ccccc3n2)s1 | 6.5% | -2% | 5% | 2% | 6%
COc1ccc(OC)c(NC(=O)CSc2nc(O)cc(=O)n2CC(C)C)c1 | i | 2% | · | 1% | 19%
CSc1cccc(NC(=O)NNC(=O)C2CCN(S(=O)(=O)N(C)C)CC2)c1 | 1.3% | -5% | 9% | 5% | -4%
COc1ccc(C(=O)N[C@H](C(=O)NC2CCCCC2)C(C)C)cc1 | 1.5% | -4% | · | 1% | 1%
CN1CCN(CC(O)c2ccccc2)CC1 (configuration not stated) | · | · | -2% | -2% | -7%
CC1CCCC(NC(=O)CCn2c(=O)oc3ccccc32)C1C (configuration not stated) | 3.1% | 0% | 4% | -9% | -9%
CC(C)C1OC(c2cccc(NC(=O)c3cccs3)c2)OCC1(C)C (configuration not stated) | 1.9% | -1% | -29% | 7% | 34%
COc1cccc(C2C(C#N)=C(N)Oc3cc(C)oc(=O)c32)c1OC (configuration not stated) | 1.5% | -29% | -1% | 3% | -8%
CC(C)(C)OC(=O)N[C@@H](Cc1ccccc1)C(=O)NCC1CCC(C(=O)O)CC1 (some centres not stated) | 0.5% | -9% | 3% | -17% | -5%
COc1ccc(NC(=O)NCCCN2CCCCC2C)cc1 (configuration not stated) | i | -21% | -1% | -5% | -5%
CCOC(=O)c1cc(N2CCCCC2)nc2ccccc12 | i | -52% | · | · | ·
CCC1(C)Cc2ccccc2-c2nc(NCCCO)n(-c3ccccc3)c(=O)c21 (configuration not stated) | i | -16% | -8% | -1% | 0%
CC(=O)Oc1ccc2c(=O)c(-c3ccccc3)c(C)oc2c1 | 1.2% | 4% | -8% | -7% | 42%
Cc1ccc(NC(=S)N/N=C/c2c(C)[nH]c3ccccc23)cc1 | 4.5% | 20% | -2% | ? | -6%
CCOC(=O)[C@]1(C#N)[C@@H]2C=CC(C(N)=O)=CN2[C@@H](C(N)=O)[C@@H]1c1ccc(F)cc1 | 2.6% | 13% | 17% | -8% | -6%
Cc1ccc(-c2csc3ncnc(OCC(=O)NC(=O)NCc4ccco4)c23)cc1 | 1.1% | 3% | -10% | -1% | 20%
O=S(=O)(O/N=C1\CCCc2ccccc21)c1ccccc1 | 0.1% | 9% | 8% | -4% | -8%
Cc1ccc(/C=[N+](/[O-])C2SC(=S)N(C)C2(C)C)cc1 (configuration not stated) | 2.4% | 3% | 5% | 7% | 1% | inhibitors of VEEV 10K pilot screen=0.5
COc1ccc(OCc2cc(C(=O)NC(C)Cn3cncn3)no2)c(Cl)c1 (configuration not stated) | 1.2% | 9% | 4% | -3% | 13%
COc1ccc(C(=O)c2c(-c3ccc(OC)cc3)oc3ccc(-c4cc(OC)c(OC)c(OC)c4)cc23)cc1 | 1.0% | 14% | 13% | 2% | 21%
Cc1nc2ccccc2n1C(=O)c1cc(-c2ccc(Br)cc2)nc2ccccc12 | 0.5% | -17% | 2% | 3% | 22%
CCN(CC)C(=S)Oc1ccc(Cl)cc1Cl | 1.7% | -23% | -7% | 4% | 6%
Cc1nc(SCC(=O)NCc2ccco2)c2c(C)c(C)sc2n1 | 2.5% | 8% | 0% | -9% | 9%
CCC(=O)NC(c1cc(Cl)c2cccnc2c1O)C1CC1 (configuration not stated) | 3.8% | 19% | · | 10% | 14%
CCOC(=O)c1sc(NC(=O)CSc2nc3c(c(-c4ccc(OC)cc4)c2C#N)CCCC3)c(C#N)c1C | 3.5% | -5% | -18% | -2% | -19%
Cc1ccc(NC(=O)NCC2CCN(Cc3cccc(Cl)c3)CC2)cc1Cl | 12% | 8% | -5% | ? | 74%
CCOC(=O)c1[nH]c2ccc(Br)cc2c1NC(=O)CCN1CCC(C(=O)OCC)CC1 | 2.7% | 11% | 4% | 1% | 1%

In the list so far, these contain an aryl thioether with sulfur outside any ring.
SMILES | inhibitors of VEEV | influenza NS1A | PhoP GFP inhibition | H37Rv inhibition | tuberculosis growth | others
COC(=O)C(C)Sc1nc2c(cnn2-c2ccc(Cl)cc2)c(=O)[nH]1 (configuration not stated) | 0.4% | 20% | -8% | -2% | -18%
Cc1cccc(NC(=O)CCSc2ccccc2)c1C | i | -12% | 5% | 8% | 77%
CCSc1nnc(NC(=O)C2C3C=CC(C3)C2C(=O)O)s1 (configuration not stated) | 2.9% | 23% | -6% | -8% | -9%
Cc1nnc(Sc2cc(C(=O)NCCCN(C)Cc3ccccc3)c3ccccc3n2)s1 | 6.5% | -2% | 5% | 2% | 6%
COc1ccc(OC)c(NC(=O)CSc2nc(O)cc(=O)n2CC(C)C)c1 | i | 2% | · | 1% | 19%
CSc1cccc(NC(=O)NNC(=O)C2CCN(S(=O)(=O)N(C)C)CC2)c1 | 1.3% | -5% | 9% | 5% | -4%
Cc1nc(SCC(=O)NCc2ccco2)c2c(C)c(C)sc2n1 | 2.5% | 8% | 0% | -9% | 9%
CCOC(=O)c1sc(NC(=O)CSc2nc3c(c(-c4ccc(OC)cc4)c2C#N)CCCC3)c(C#N)c1C | 3.5% | -5% | -18% | -2% | -19%

The listing continues:
SMILES | inhibitors of VEEV | influenza NS1A | PhoP GFP inhibition | H37Rv inhibition | tuberculosis growth | others
Cc1cc(OCC(=O)Nc2cccc(S(=O)(=O)N3CCCC3)c2)ccc1Cl | 7.4% | 5% | · | · | ·
c1ccc(C2=NNC(c3ccco3)=Nc3ccccc32)cc1 | 7.1% | 7% | -21% | 5% | 21%
O=C(Nc1ccc(N2CCOCC2)c(Cl)c1)c1cccc(-n2cnnc2)c1 | 4.9% | -7% | -6% | -5% | -9%
CC1CCCCN1CC(O)COCc1ccccc1 (configuration not stated) | 0.1% | 0% | -12% | 11% | -8%
O=C(C1=C[C@@H](c2ccc(Br)cc2)C[C@@H](OCc2ccc(CO)cc2)O1)N1CCN(Cc2ccccc2)CC1 | 1.8% | 7% | -18% | 68% | 18% | inhibitors of VEEV 10K pilot screen=1.4
COc1ccc(-c2oc(=O)c3cc(OC)c(OC)cc3c2-c2ccc3c(c2)OCO3)cc1 | 9.3% | 10% | · | 2% | 69%
CCN1C[C@@H]2[C@@H]3C(=O)N(Cc4ccccc4)C(=O)[C@@H]3[C@](Cc3ccccc3)(C1=O)N2C(=O)c1ccc(Br)cc1 | 2.8% | -15% | · | · | ·
CS(=O)(=O)c1ccc(C(=O)NC2CCCc3ccccc32)cc1 (configuration not stated) | 0.9% | -14% | 5% | 1% | 8%
Cc1cc(C)c(C(=O)C[n+]2cccc(C(N)=O)c2)c(C)c1 | 2.5% | · | 13% | 5% | -4%
Cc1ccc(N(CC(=O)NCc2ccc(F)cc2)C(=O)c2csnn2)c(C)c1 | 2.3% | -12% | 1% | 6% | 13%
CC(C)(C)C(=O)Nc1ccccc1C(=O)Nc1cccnc1 | 1.9% | 2% | -13% | 1% | 6%
CC(C)Sc1nc2ccccc2n1CC(N)=O | i | 1% | 3% | -3% | -3%
COc1ccccc1N1C(=O)CC(Sc2nccc(C)n2)C1=O (configuration not stated) | 0.3% | 7% | -6% | -11% | ·
COc1ccc(CC(NC(C)=O)C(=O)NC2CCN(C(=O)Nc3ccc(Cl)cc3)CC2)cc1OC (configuration not stated) | 1.7% | -2% | 4% | 7% | 11%
COc1ccccc1C1c2[nH]c3ccccc3c2CCN1Cc1cnc(C)s1 (configuration not stated) | 8.3% | 5% | · | · | ·
O=C(NCc1ccc(F)cc1)C1(c2cccs2)CCOCC1 | i | -1% | -22% | -7% | -7% | inhibitors of VEEV 10K pilot screen=0.6
O=C(CN1CCC(c2nc3ccccc3[nH]2)CC1)Nc1ccc2c(c1)OCO2 | 1.7% | 8% | 4% | -7% | 10%
COc1ccc(NC(=O)CC2Oc3ccccc3NC2=O)cc1 (configuration not stated) | 2.6% | -4% | -7% | -4% | -8%
Cc1nc2ccc(S(=O)(=O)NC(C(=O)N3CCCC3)C(C)C)cc2s1 (configuration not stated) | 0.8% | 2% | 1% | 1% | 1%
Cc1ccc(-c2cc(C(=O)N/N=C/c3ccccc3)n[nH]2)o1 | 2.7% | -3% | -7% | 0% | 40%

Of the compounds above, these contain a COOH group.
SMILES | inhibitors of VEEV | influenza NS1A | PhoP GFP inhibition | H37Rv inhibition | tuberculosis growth | others
CCSc1nnc(NC(=O)C2C3C=CC(C3)C2C(=O)O)s1 (configuration not stated) | 2.9% | 23% | -6% | -8% | -9%
CC(C)(C)OC(=O)N[C@@H](Cc1ccccc1)C(=O)NCC1CCC(C(=O)O)CC1 (some centres not stated) | 0.5% | -9% | 3% | -17% | -5%

Carrying on.
SMILES | inhibitors of VEEV | influenza NS1A | PhoP GFP inhibition | H37Rv inhibition | tuberculosis growth | others
Cc1ccc2nc(NC(=O)c3ccc(Cn4cc(Cl)cn4)o3)sc2c1 | 8.2% | -3% | 1% | -3% | 16%
CCOc1cccc(-c2nnc3sc(COc4ccc(Cl)cc4)nn23)c1 | 1.5% | -1% | -2% | -6% | -7%
COc1ccccc1CCc1nnc(CCC(=O)NC(C)Cc2ccsc2)o1 (configuration not stated) | i | -14% | -2% | -3% | -2%
COc1ccc(C(=O)NC(C)CCc2ccccc2)cc1 (configuration not stated) | 1.3% | -1% | 3% | -1% | 55%
COc1ccc(NC(=O)c2ccco2)c(OC)c1 | 9.2% | -17% | 0% | 1% | 7%
CCOC(=O)c1ccc(-n2c(CN(CC)CC)nc3ccc([N+](=O)[O-])cc3c2=O)cc1 | 0.7% | 26% | 9% | ? | 34%
O=C(c1c(F)cccc1Cl)N1CCN(S(=O)(=O)c2ccc3c(c2)OCCCO3)CC1 | 5.1% | 1% | 1% | -7% | 1%
COC(=O)CC1COc2ccccc2N1C(=O)c1ccc(Cl)cc1 (configuration not stated) | i | -1% | 7% | 2% | 1%
C=CCNc1nc(Nc2ccc(OC)cc2)nc(OC)n1 | 8.9% | 8% | 0% | 1% | 23%
CCOC(=O)c1c(C)[nH]c(C)c1S(=O)(=O)NCC1CCN(Cc2ccc(C)cc2)CC1 | 0.8% | 6% | 8% | 9% | 14%
Cc1ccc(NC(=O)C(c2ccccc2)C2CCCC2)cc1 (configuration not stated) | i | 2% | · | · | · | inhibitors of VEEV 10K pilot screen=2.7
